Pin1 inhibitor – human Pin1 inhibition. Potency, µM (highest dose often 115 µM), inactives show top-dose activity, negative = inhibition, usual class: inhibitors. Pin1 FP peptide displacement, HiFluor488, 10 min. 0.009% of 390,000 active; active = well fitted inhibition curve with a large enough effect in the polarisation, with a control signal flat, not every such curve was filed as active; inconclusive = small, poorly fitted or top-dose-only effect, or effect the other way, or a change in a side signal; inactive = no such curve, though single readings can be large or run the other way; the % refers to the polarisation; note: % is set by controls: 0 for no effect and ±100 for the full control effect
JMJD2A Tudor inh – blocks the human JMJD2A Tudor domain. AlphaScreen JMJD2A-Tudor / H3K4me3 peptide binding. Potency, µM (top dose mostly 114 µM), for inactives: top-dose activity change, negative = inhibition, most hits filed as inhibitors. 4.4% of 390,000 active; note: % is set by controls: 0 for no effect and ±100 for the full control effect; nearly all actives have a fitted effect of over 50% in size
12-LOX inh – inhibitors of human 12S-lipoxygenase ALOX12 | 1.1% of 580,000 active | P18054 | Potency, µM (titrated, usually from 108 µM), for the others: at the top dose activity change, negative = inhibition, actives largely listed as inhibitors | AID 1671190 | purified 12hLO, xylenol orange hydroperoxide absorbance; note: % is set by controls: 0 for no effect and ±100 for the full control effect
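Purified human 12hLO (150 nM final) in 25 mM Hepes, 0.01% Triton X-100, pH 7.0 was preincubated 15 min at room temperature with compound. Then 40 uM arachidonic acid was added, 30 min. Hydroperoxide was read by Fe-XO absorbance ratio 573/405 nm.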
ERG Ets-DNA blk – inhibitors of human ERG Ets domain-DNA interaction; 0.028% of 370,000 active; P11308; Potency, µM (doses to about 76.9 µM), for the others: top-dose FP activity, negative = inhibition, usual class: inhibitors; fluorescence polarization, His-ERG Ets domain / labelled DNA; active = well fitted inhibition curve with a large enough effect in the polarisation, with a control signal flat; inconclusive = small, poorly fitted or top-dose-only effect, or effect the other way, or a change in a side signal; inactive = no such curve, though single readings can be large or run the other way; the % refers to the polarisation;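 note: polarization taken with two DNA probes labelled with fluorescein and Texas red; % of control where 0% means no effect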
Target sequence (P11308 whole entry, looked up, the tested form may be a part): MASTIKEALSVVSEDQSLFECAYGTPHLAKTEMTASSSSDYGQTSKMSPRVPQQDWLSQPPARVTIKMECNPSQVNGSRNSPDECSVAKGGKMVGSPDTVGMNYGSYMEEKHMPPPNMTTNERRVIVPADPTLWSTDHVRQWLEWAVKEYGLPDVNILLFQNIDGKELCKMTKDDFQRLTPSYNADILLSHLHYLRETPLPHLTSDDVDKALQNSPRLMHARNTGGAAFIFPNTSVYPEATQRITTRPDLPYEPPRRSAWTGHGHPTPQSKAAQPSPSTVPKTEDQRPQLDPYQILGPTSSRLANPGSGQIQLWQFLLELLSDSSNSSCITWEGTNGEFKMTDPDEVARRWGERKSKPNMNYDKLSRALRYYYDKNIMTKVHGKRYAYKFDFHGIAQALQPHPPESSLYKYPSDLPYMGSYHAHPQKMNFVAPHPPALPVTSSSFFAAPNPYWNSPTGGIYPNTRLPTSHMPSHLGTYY
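His-tagged ERG Ets domain (1 uM in the protein solution; 300mM KCl, 50mM Tris-HCl, 1mM EDTA, 1mM DTT, pH 7.5) received compound, then a probe mix of 5 nM fluorescein-DNA and 100nM Texas-615-DNA. Fluorescence polarization was read for both dyes.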
HP1b chromo inh – blocks HP1-beta chromodomain binding to methylated histone tails. P83916. 0.56% of 390,000 active. AID 540317. Potency, µM (top dose mostly 114 µM), for the others: at the highest dose activity change, negative = inhibition, most hits filed as inhibitors. AlphaScreen HP1-beta / biotin-H3K9me3 peptide binding; note: nearly all actives have a fitted effect of over 70% in size; inactives centre near 23
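Compound inhibition of the preformed complex between 50 nM HP1-beta and 50 nM biotinylated H3K9me3 peptide was read by AlphaScreen. Buffer was PBS pH 7.4 with 0.01% Tween-20. Incubations ran 30 min at room temperature, with 10 ug/mL donor/acceptor beads.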
RGS4 inhibitor – inhibitors of human regulator of G protein signaling 4; P49798; Transcreener GDP fluorescence polarization, RGS4-accelerated GTP hydrolysis; Potency, µM (highest dose often 114 µM), for the others: at the top dose activity change, negative = inhibition, most hits filed as inhibitors; 0.039% of 390,000 active; AID 504845; note: % is set by controls: 0 for no effect and ±100 for the full control effect; nearly all actives have a fitted effect of over 75% in size; some results filed as inactive show a strong effect at the top dose
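MLSMR compounds (23 nl, pin-transferred) preincubated 10 min at room temperature with a 500nM (2x) first reagent, then RGS4 at 900nM (2x) plus Transcreener GDP mix added; fluorescence polarization (620/688 nm) read before and after 90 min at 30 °C.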
GLS inh – inhibitors of human glutaminase (GLS); O94925; 0.21% of 410,000 active; GLS enzymatic activity, qHTS titration; Potency, µM (highest dose often 45.5 µM), inactives show at the highest dose activity change, negative = inhibition, hits mostly inhibitors; note: % is set by controls: 0 for no effect and ±100 for the full control effect
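hKGA in 45 mM KH2PO4 (pH 8.2), 0.02% Tween-20 with compound, then 1mM L-Glutamine (stock as added) plus glutamate oxidase/HRP/Amplex red coupling mix. Fluorescence read initially and after 30 min at RT; signal change reflects glutamate formation.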
Tb PGK inh – inhibitors of T. brucei phosphoglycerate kinase; PGK/GAPDH coupled, Kinase-Glo luminescence, 60 min; Potency, µM (doses to about 57.5 µM), for the others: top-dose activity change, negative = inhibition, hits mostly inhibitors; 0.043% of 380,000 active; note: % is set by controls: 0 for no effect and ±100 for the full control effect; nearly all actives have a fitted effect of over 60% in size
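Luminescent ATP detection (Kinase-Glo Plus) follows a 60-minute room-temperature incubation, with wells lacking PGK as controls. Buffer: 100 mM TEA (pH 7.6), 5 mM MgCl2, 0.01% Tween-20. Coupling enzyme GAPDH (100 nM final) supplies unstable 1,3-BPG in-well.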
rTrxR1 inhibitor – rat TrxR1 inhibition | 1% of 390,000 active | Potency, µM (titrated, usually from 114 µM), without a hit: at the top dose activity change, negative = inhibition, most hits filed as inhibitors | O89049 | recombinant rTrxR1, NADPH fluorescence consumption, selenite substrate; note: % is set by controls: 0 for no effect and ±100 for the full control effect; nearly all actives have a fitted effect of over 65% in size
Target sequence (O89049 whole entry, looked up): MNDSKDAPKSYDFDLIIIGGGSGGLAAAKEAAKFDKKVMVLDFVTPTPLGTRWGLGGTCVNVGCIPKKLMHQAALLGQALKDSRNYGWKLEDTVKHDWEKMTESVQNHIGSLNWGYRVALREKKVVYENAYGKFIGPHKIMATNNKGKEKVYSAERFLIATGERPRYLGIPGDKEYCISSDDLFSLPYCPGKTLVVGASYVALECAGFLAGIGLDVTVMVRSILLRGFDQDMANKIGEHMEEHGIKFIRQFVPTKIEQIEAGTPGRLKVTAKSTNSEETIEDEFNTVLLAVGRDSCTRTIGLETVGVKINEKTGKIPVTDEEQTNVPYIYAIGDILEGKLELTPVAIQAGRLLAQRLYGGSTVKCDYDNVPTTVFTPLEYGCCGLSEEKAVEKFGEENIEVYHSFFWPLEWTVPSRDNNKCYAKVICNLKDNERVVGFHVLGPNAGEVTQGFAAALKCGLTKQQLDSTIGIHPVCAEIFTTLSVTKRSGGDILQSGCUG
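Rat TrxR1 (90 nM in the dispensed reagent) was pre-reduced with 400 uM NADPH for 5 min at room temperature, then incubated with compound for 15 min. After 400 uM selenite was added, NADPH fluorescence (Ex 340/Em 450 nm) was followed for 8 min.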
* hit, by the source's call; i = inactive; ? = inconclusive; . = no result given; [ ] = remark or other dose. Unless noted, calls come from the whole dose curve; as a rule, active = well fitted curve in the direction sought with a large enough effect; inconclusive = small, poorly fitted or top-dose-only effect, or another doubt; inactive = no such curve, though single readings can be large; an effect the other way counts as inactive or inconclusive. Potency is the fitted concentration of half-maximal effect. The list is partial; count on the stated rates, not on these rows.

#	Compound	Pin1 inhibitor	JMJD2A Tudor inh	12-LOX inh	ERG Ets-DNA blk	HP1b chromo inh	RGS4 inhibitor	GLS inh	Tb PGK inh	rTrxR1 inhibitor
1	O=[N+]([O-])c1cccc(-c2cc3ccccc3[nH]2)c1	-4%	-29%	7%	-26%	21%	12%	-2%	i	11%
2	COc1ccc(-n2cccc2/C=C2/NC(=O)N(c3cccc(Cl)c3)C2=O)cc1	42%[activator]	-8%	?	-4%	21%	0%	5%	-2%	-13%
3	CC(=O)Nc1ccc(C)c(NC(=S)Nc2ccc(F)cc2)c1	1%	6%	?	1%	49%[activator]	1%	7%	i	-10%
4	Cc1ccc(OCCNC(=O)/C=C/c2ccccc2)cc1C	-1%	11%	17%	4%	68%[activator]	-13%	-9%	-2%	-3%
5	CCCNC(=O)c1ccccc1NC(=O)Nc1ccccc1C	-3%	-32%	14%	-5%	7%	-1%	1%	-7%	14%[57.1 µM]
6	Cc1c(CCNC(=O)C(C)(C)C)sc2nc(-c3ccc(F)cc3)nn12	-2%	0%	-2%	0%	26%	18%	0%	.	2%[57.1 µM]
7	CCN(CC)CCOC(=O)c1ccc(NC(=O)c2cc3cc(OC)ccc3oc2=O)cc1	3%	-3%	-19%	-14%	19%	28%	-15%	i	22%
8	O=C(CN(C(=O)c1csnn1)c1cccc(F)c1)NCc1ccc(F)cc1	5%	-22%	-14%	0%	31%	-6%	1%	-4%	-7%[57.1 µM]
9	CC(C)(C)C1CCC(C(=O)OCC(=O)Nc2ccc3[nH]c(=O)[nH]c3c2)CC1 (centres undefined)	15%	-3%	-7%	19%	16%	25%	-1%	2%	16%
10	O=C(Nc1nccs1)c1ccc[nH]c1=O	-1%	-3%	?	3%	22%	16%	14%	-3%	25%
11	CCNc1nc(N2CCCCC2)nc(-n2nnc(C(=O)OCC)c2C)n1	?	29%	0%	-6%	28%	-6%	2%	6%	2%
12	N#CCC(=O)NCCCOC(=O)Nc1ccc(Cl)c(Cl)c1	8%	-6%	?	.	14%	15%	8%	.	24%
13	CCN(CC)c1ccc(NC(=O)CCc2c(C)nc3ncnn3c2C)c(C)c1	1%	-17%	-13%	-4%	15%	15%	-6%	-2%	16%
14	O=c1cc(-c2ccsc2)oc2ccc(-c3ccc4cc[nH]c4c3)cc12	18%	?	0%	-1%	4%	?	1%	-5%	14%
15	O=S(=O)(Nc1ccc(Br)cc1)c1cccc(NC(=S)NCCN2CCOCC2)c1	-13%	-14%	?	10%	-14%	-46%	-7%	6%	-4%
16	C=CCN(CC=C)C(=O)c1cc(Cl)ccc1[N+](=O)[O-]	2%	-16%	-24%	-1%	2%	-7%	5%	-1%	1%
17	S=C(NCc1ccco1)N1CCOCC1	-4%	-4%	-7%	8%	17%	20%	-10%	-2%	13%[57.1 µM]
18	O=C(Nc1ccc(S(=O)(=O)NCC2CCCO2)cc1)C1CC(=O)N(c2ccccc2)C1 (centres undefined)	4%	-10%	-3%	6%	-9%	-6%	-2%	-4%	9%[57.1 µM]
19	CCOc1ccc(Nc2sc(C(=O)c3cccc(OC)c3)c(N)c2S(=O)(=O)c2ccccc2)cc1	24%	-27%	-10%	-4%	13%[57 µM]	-1%	-10%	1%	23%[57.1 µM]
20	O=S(=O)(Nc1nc2ccccc2s1)c1cnc(Cl)c(Br)c1	0%	-2%	-15%	11%	43%[activator]	-15%	36%[activator]	i	-1%

Compounds 19 to 20, reprinted for reference:
#	Compound	Pin1 inhibitor	JMJD2A Tudor inh	12-LOX inh	ERG Ets-DNA blk	HP1b chromo inh	RGS4 inhibitor	GLS inh	Tb PGK inh	rTrxR1 inhibitor
19	CCOc1ccc(Nc2sc(C(=O)c3cccc(OC)c3)c(N)c2S(=O)(=O)c2ccccc2)cc1	24%	-27%	-10%	-4%	13%[57 µM]	-1%	-10%	1%	23%[57.1 µM]
20	O=S(=O)(Nc1nc2ccccc2s1)c1cnc(Cl)c(Br)c1	0%	-2%	-15%	11%	43%[activator]	-15%	36%[activator]	i	-1%

Quoted from the listing.
no. 5 @ Pin1 inhibitor = -3%
no. 9 @ HP1b chromo inh = 16%
no. 18 @ 12-LOX inh = -3%
no. 8 @ 12-LOX inh = -14%

Complete entries, looked up by structure.
CCN(CC)CCOC(=O)c1ccc(NC(=O)c2cc3cc(OC)ccc3oc2=O)cc1 across the screens: Pin1 inhibitor: 3%; JMJD2A Tudor inh: -3%; 12-LOX inh: -19%; ERG Ets-DNA blk: -14%; HP1b chromo inh: 19%; RGS4 inhibitor: 28%; GLS inh: -15%; Tb PGK inh: i; rTrxR1 inhibitor: 22%
N#CCC(=O)NCCCOC(=O)Nc1ccc(Cl)c(Cl)c1 across the screens: Pin1 inhibitor: 8%; JMJD2A Tudor inh: -6%; 12-LOX inh: ?; ERG Ets-DNA blk: .; HP1b chromo inh: 14%; RGS4 inhibitor: 15%; GLS inh: 8%; Tb PGK inh: .; rTrxR1 inhibitor: 24%

Continued:
#	Compound	Pin1 inhibitor	JMJD2A Tudor inh	12-LOX inh	ERG Ets-DNA blk	HP1b chromo inh	RGS4 inhibitor	GLS inh	Tb PGK inh	rTrxR1 inhibitor
21	O=C(NCCc1ccc(Cl)cc1)c1ccc(=O)[nH]c1	-23%	1%	-12%	9%	28%	-39%	-5%	-1%	12%
22	O=C(O)CCSc1nc2ccccc2n1CCOc1ccccc1	-1%	-10%	-20%	.	33%	-6%	14%	-6%	26%
23	CC1COC2C(O1)N(S(C)(=O)=O)CCN2S(C)(=O)=O (centres undefined)	1%	-12%	-1%	1%	25%	0%	2%	-9%	18%
24	CCOC(=O)C1CCCN(c2c(N3CCN(c4ccccn4)CC3)c(=O)c2=O)C1 (centres undefined)	-1%	-3%	-8%	5%	39%[activator]	5%	-2%	-6%	-9%
25	COCC(=O)Nc1ccc(F)cc1	0%	-4%	2%	-3%	32%	-9%	2%	i	18%[57.1 µM]
26	CCOC(=O)c1[nH]c(C)c(C(=O)OC)c1C	75%[activator]	-23%	210%[activator]	1%	-5%	-5%	7%	?	8%
27	Cc1ccc(S(=O)(=O)N(C)C)cc1NC(=O)COC(=O)COc1ccccc1[N+](=O)[O-]	-7%	-6%	-6%	-6%	5%	24%	7%	-1%	10%[57.1 µM]
28	O=C(Nc1ccn(Cc2ccc(Cl)cc2)n1)c1ccccc1	0%	-2%	0%	8%	13%	29%	-4%	-2%	21%[57.1 µM]
29	COc1ccc(CNC(=O)C[C@H]2C[C@H](C(=O)N(C(C)C)C(C)C)[C@@]3(C)c4[nH]c5ccc(Cl)cc5c4CCN3C2=O)cc1OC	0%	?	-21%	-4%	-9%	-5%	3%	i	3%
30	COC(=O)c1oc2ccccc2c1NC(=O)c1ccccc1O	-1%	-8%[57.1 µM]	?	-16%	37%[activator]	4%	1%	3%	26%[57.1 µM]
31	C=C(C)CSC1=C(C#N)C(c2ccccc2Cl)CC(=O)N1 (centres undefined)	-5%	?	22µM*	-3%	?	?	1%	i	?
32	CC1=NN(c2ccccc2)C(=O)/C1=C\c1cn(C)c2ccccc12	-7%	8.9µM*	-1%	-1%	16µM*	17%	0%	3%	20%[57.1 µM]
33	CCc1c(-c2n[nH]c(=S)n2Cc2ccccc2)csc1C	5%	?	?	-3%	4%	-28%	0%	-6%	-21%
34	CN(CC(=O)NCCc1ccc(F)cc1)Cc1cccc(Cl)c1	-5%	-8%	-12%	-2%	13%	4%	-18%	i	20%[57.1 µM]
35	CC(=O)Nc1ccc(S(=O)(=O)N(C)c2ccc(OCCOc3cccc(C)c3)cc2)cc1	-18%	-18%	?	-5%	-12%	-6%	92%[activator]	?	5%[57.1 µM]
36	Cc1ccc(C(=O)NC(=S)Nc2ccc(S(=O)(=O)N(C)c3ccccc3)cc2)cc1	-1%	-25%	32µM*	-2%	-9%	-18%	13%	i	4%[57.1 µM]
37	CC(C)CCOc1ccc(/C=N/N2C(=O)CSC2=S)cc1	11%	-34%	-20%	28%	21%	?	18%	-4%	-18%
38	O=C(CCn1nc(-c2ccccc2)ccc1=O)N1CCN(c2ccccn2)CC1	-1%	-9%	0%	-4%	27%	-6%	-15%	i	-20%
39	c1ccc(-c2noc(-c3cccs3)n2)nc1	-1%	-11%	1%	.	15%	13%	-2%	?	10%
40	Cc1cccc(CC2CC(=O)N(c3ccccc3)C2=O)c1 (centres undefined)	?	-6%	0%	1%	22%	7%	-2%	-6%	10%

(further entries)
#	Compound	Pin1 inhibitor	JMJD2A Tudor inh	12-LOX inh	ERG Ets-DNA blk	HP1b chromo inh	RGS4 inhibitor	GLS inh	Tb PGK inh	rTrxR1 inhibitor
41	COc1ccccc1-c1nnc(SC(C)C(=O)NCC2CCCO2)n1C (centres undefined)	?	-10%	8%	7%	1%	5%	-1%	-2%	-14%[57.1 µM]
42	CC(C)N1CCC(N2CCN(CC#Cc3ccccc3)CC2CCO)CC1 (centres undefined)	2%	-16%[57.1 µM]	-26%	19%	21%	5%	3%	i	4%[57.1 µM]
43	O=C(CN1CCN(c2ccccc2O)CC1)Nc1ccnn1C1CCCC1	8%	?	11%	27%	11%	12%	-8%	5%	4%
44	COc1ccc(-c2c(NC(=O)c3ccco3)n(-c3ccccc3)nc(C)c2=O)cc1	-1%	-15%	?	-5%	16%	28%	2%	-6%	7%[57.1 µM]

Structures listed above marked active in JMJD2A Tudor inh.
#	Compound	Pin1 inhibitor	JMJD2A Tudor inh	12-LOX inh	ERG Ets-DNA blk	HP1b chromo inh	RGS4 inhibitor	GLS inh	Tb PGK inh	rTrxR1 inhibitor
32	CC1=NN(c2ccccc2)C(=O)/C1=C\c1cn(C)c2ccccc12	-7%	8.9µM*	-1%	-1%	16µM*	17%	0%	3%	20%[57.1 µM]
